SENP7 inh: SENP7 protease inhibitors, primary screen, biochemical, luminescence, uHTS; AID 434973, 2010; Sentrin-specific protease 7 (Homo sapiens), Q9BQF6; recombinant SENP7, Z-RLRGG-aminoluciferin luminescence, 40 min; inhibition, % at 5 µM; 330,000 compounds, 1.5% hits;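 active = inhibition above about 50% at the single test dose, limit read from the data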;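 also: plate controls were DMSO with enzyme for no effect and no enzyme buffer wells for full effect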
Gli-Sufu block: Gli-Sufu pathway antagonists, primary screen, luciferase luminescence, Sufu-KO-LIGHT cells, uHTS | Sufu-KO-LIGHT fibroblasts, Gli luciferase reporter luminescence | inhibition, % at 5 µM | 340,000 compounds, 0.74% hits;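 active = inhibition above about 55%, limit read from the data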;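 also: 0% = DMSO-treated cells and 100% = wells with medium but no cells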
UBC13 inh: UBC13 polyubiquitin chain formation inhibitors, primary screen, biochemical, TR-FRET, uHTS; Ubiquitin-conjugating enzyme E2 N (Homo sapiens), P61088; inhibition, % at 20 µM; 330,000 compounds, 0.47% hits; in the data active = inhibition above about 45%, passing the limit was not always enough
Jurkat NFkB inh: inhibitors of induced NF-kB luciferase reporter, primary screen, TCR NF-kB activation inhibitor project, cell-based, luminescence, uHTS. Jurkat, PMA/ionomycin-induced NF-kB luciferase reporter. inhibition, % at 4 µM. 330,000 compounds, 0.53% hits. AID 435003, 2010
697 NFkB inh: inhibitors of PMA/ionomycin-induced NF-kB reporter, 697 cells, primary screen, B-cell NF-kB inhibitor project, cell-based, luminescence, uHTS; 697 B-cell NF-kB luciferase reporter, 16 h; inhibition, % at 4 µM; 330,000 compounds, 0.33% hits; AID 435022, 2010; in the data active = inhibition above about 35%
Apaf1 inhib: inhibitors of human Apaf-1 apoptosome, primary screen, biochemical, DEVD-Rh110 fluorescence, uHTS; Apoptotic protease-activating factor 1 (Homo sapiens), O14727; reconstituted apoptosome caspase-3 activity; inhibition, % at 20 µM; 330,000 compounds, 0.71% hits; AID 489030, 2010; active = inhibition of at least 40% at 20 µM;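 also: plate controls were DMSO wells for no effect and DEVD-CHO caspase inhibitor wells for full effect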
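Material: reconstituted apoptosome with Apaf-1, cytochrome c, caspase-9, procaspase-3, dATP / Buffer or medium: pH 7.5 Hepes buffer with CHAPS, BSA, DTT / Also added: cytochrome c with DEVD-Rh110 / Schedule: compound with Apaf-1, dATP, procaspase-3 30 min, then 50 min reaction, room temperature / Technique: rhodamine 110 fluorescence at Ex 480/Em 540 nm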
HKDC1 inhibitor: HKDC1 hexokinase inhibitors, primary screen, biochemical, fluorescence, uHTS. 340,000 compounds, 0.16% hits. AID 493160, 2011. Q2TB90. inhibition, % at 20 µM. recombinant HKDC1, G6PDH/diaphorase resazurin coupled fluorescence;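 active = inhibition above about 35% when tested at 20 µM, limit read from the data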;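 also: plate controls were DMSO wells with enzyme for no effect and DMSO wells lacking enzyme for full effect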
Target sequence (Q2TB90 whole entry, looked up): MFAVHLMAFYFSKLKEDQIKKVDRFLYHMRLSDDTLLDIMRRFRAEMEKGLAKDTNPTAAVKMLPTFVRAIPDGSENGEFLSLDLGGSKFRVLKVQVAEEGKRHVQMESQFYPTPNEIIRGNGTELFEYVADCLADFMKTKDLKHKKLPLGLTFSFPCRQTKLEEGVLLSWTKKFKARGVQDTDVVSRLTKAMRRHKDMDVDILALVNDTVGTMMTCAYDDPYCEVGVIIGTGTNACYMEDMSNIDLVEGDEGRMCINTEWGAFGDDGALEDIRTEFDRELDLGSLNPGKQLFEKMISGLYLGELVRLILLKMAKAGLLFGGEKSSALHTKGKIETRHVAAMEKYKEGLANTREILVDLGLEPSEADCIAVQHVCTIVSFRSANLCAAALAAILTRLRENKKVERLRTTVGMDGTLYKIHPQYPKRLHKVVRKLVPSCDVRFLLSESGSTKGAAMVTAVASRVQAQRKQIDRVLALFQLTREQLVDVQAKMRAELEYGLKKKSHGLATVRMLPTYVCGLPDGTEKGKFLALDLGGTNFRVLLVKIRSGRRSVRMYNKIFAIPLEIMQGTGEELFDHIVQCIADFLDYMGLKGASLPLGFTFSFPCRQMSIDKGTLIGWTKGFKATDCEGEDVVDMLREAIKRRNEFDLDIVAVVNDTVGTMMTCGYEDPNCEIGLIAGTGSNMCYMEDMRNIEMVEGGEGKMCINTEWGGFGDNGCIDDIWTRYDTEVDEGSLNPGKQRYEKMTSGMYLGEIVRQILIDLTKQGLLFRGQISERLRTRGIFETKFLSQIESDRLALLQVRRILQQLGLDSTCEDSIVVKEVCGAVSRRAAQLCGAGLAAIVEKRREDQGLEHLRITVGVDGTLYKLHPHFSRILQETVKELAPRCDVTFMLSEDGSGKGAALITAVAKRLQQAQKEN
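Material: recombinant HKDC1 hexokinase; Amount: HKDC1 at 5 µg/mL; Medium: Tris pH 8.0 buffer with MgCl2, Tween-20, BSA, BME; Schedule: 90 min reaction incubation at room temperature, dark; Technique: coupled resazurin fluorescence, excitation 525 nm, emission 613 nm.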
SENP8 inh: SENP8 protease inhibitors, primary screen, biochemical, luminescence. Sentrin-specific protease 8 (Homo sapiens), Q96LD8. purified SENP8, Z-RLRGG-aminoluciferin cleavage. inhibition, % at 10 µM. 330,000 compounds, 1.2% hits
* = called active by the depositor. Rule as the data show it, unless noted: active = inhibition above about 50%; inactive = the rest. This is a random part of the collection. About 3.6% of those tested had a hit in this group.

SMILES	SENP7 inh	Gli-Sufu block	UBC13 inh	Jurkat NFkB inh	697 NFkB inh	Apaf1 inhib	HKDC1 inhibitor	SENP8 inh
O=C(C1=C(O)C(=O)N(CCN2CCOCC2)C1c1cccc(F)c1)c1cc2ccccc2o1 (stereo not given)	-3	-6	-34	-1	-18	8	2	-6
CCOC(=O)c1sc(NC(=O)CSc2nc3c(c(=O)n2-c2ccc(C)cc2)SCC3)c(C(=O)OCC)c1C	3	-2	-14	13	20	10	-4	2
Cn1c(=O)c2c(nc(SCC(=O)NCc3ccc4c(c3)OCO4)n2Cc2ccccc2)n(C)c1=O	-2	-10	-6	-1	-5	7	-6	-8
O=C(O)C1CCC(CNS(=O)(=O)c2ccc(Cl)cc2)CC1 (stereo not given)	-17	-10	0	-16	11	4	-1	-9
CC(=O)Cn1c(N2CCC(Cc3ccccc3)CC2)nc2c1c(=O)[nH]c(=O)n2C	-7	8	-4	-10	-27	13	-5	0
CCC(CC)N1CCN(CC2CC=CCC2)CC1 (stereo not given)	3	-1	4	3	6	-5	-8	3
C=CCNC(=O)c1onc(CSc2ccc(F)c(F)c2)c1C(=O)NCC=C	12	21	-12	-5	1	6	1	-7
CSc1ccc(S(=O)(=O)NCCCn2ccnc2)cc1	5	1	-1	-7	-5	-10	2	-6
CC[C@@H]1C/C=C\Cc2ccccc2[C@H](C(=O)C[C@H](O)CC(C)=O)OC1=O	5	13	3	-14	13	-6	-5	2
CC(NC(=O)c1ccc(Cl)c(S(=O)(=O)N2CCCCCC2)c1)c1cccnc1 (stereo not given)	3	2	2	11	12	0	-5	3
O=C(N/N=C/c1c[nH]c2ccccc12)c1ccn(Cc2ccc(Cl)cc2)n1	2	8	-1	32	-17	6	-2	3
Cn1c(SCc2ccc(C#N)cc2)nnc1-c1ccccc1	9	-18	11	7	17	-7	-7	3
COc1ccccc1CNC(=O)C(=O)NCCC1CCCCN1S(=O)(=O)c1cccs1 (stereo not given)	-16	-14	-6	-10	-8	20	1	-7
Cn1c(SCC(=O)N2CCCc3ccccc32)nc2ccccc2c1=O	1	15	12	27	-35	9	-5	2
CC(C)C[C@@H](CC#N)N1CCN(CCc2ccccc2)CCC1=O	6	11	-2	-1	16	-1	-5	-8
CN(C)c1ccc(NC(=O)CN2CCC(O)(c3ccccc3)CC2)cc1	-6	-1	-18	-18	-6	1	-2	-4
COc1ccc(CCn2c(=N)c(C(=O)NC3CCCC3)cc3c(=O)n4ccccc4nc32)cc1OC	-2	26	-13	-27	-25	4	-5	-10
COc1cc(C(C(=O)NCc2ccccc2)N(Cc2ccco2)C(=O)c2cnccn2)cc(OC)c1OC (stereo not given)	-4	-6	0	8	-1	7	-9	-15
CC1(C)C(=O)Nc2ccccc2N1C(=O)COC(=O)c1cc(Cl)cc(Cl)c1	-14	-3	-21	-34	-5	21	-41	-9
CCOc1ccc(S(=O)(=O)N(C)c2ccc(OCC(=O)Nc3nccs3)cc2)cc1	5	17	0	14	-9	16	4	1
CCCCc1ncc(CN2CCC(n3nccc3NC(=O)c3ccccc3OC)CC2)[nH]1	1	0	3	6	-17	5	-4	-2
O=c1[nH]oc2cc(Cl)ccc12	5	-1	0	0	6	20	1	9
Cn1cc(Cl)c(C(=O)Nc2nccs2)n1	-5	-9	3	-10	-18	-1	-5	-1
C=CCn1c(C)cc(C(=O)COC(=O)c2n[nH]c(=O)c3ccccc23)c1C	14	-37	16	2	-97	2	-2	21
O=C(NCCN1C(=O)C2C3C=CC(C3)C2C1=O)Nc1ccccn1 (stereo not given)	-10	-3	-8	-4	-8	8	-2	-15
CC12CCC(=O)N1C(C(=O)Nc1nc3ccccc3s1)CS2 (stereo not given)	10	-7	7	0	13	2	-7	4
NC1=NC[C@@H](Cc2ccc(O)cc2)N1CC1CCCCC1	4	6	17	-12	7	11	-7	1
CCN1CCN(CCCNC(=O)c2ccc3c(c2)NC(=O)/C(=C\c2cccc(C)c2)S3)CC1	-6	23	55*	21	1	36	7	1
CC(OC(=O)CNC(=O)c1ccc(Cl)c([N+](=O)[O-])c1)C(=O)NC1CCCCC1C (stereo not given)	-8	1	0	9	9	8	-3	2
COc1ccc(CCNC(=O)CSc2nnc3c(n2)[nH]c2ccc(F)cc23)cc1OC	3	15	-14	8	-3	4	-4	2
O=C(CN(Cc1ccc(F)cc1)C(=O)c1csnn1)NCc1ccccc1	5	12	1	-3	7	-1	-3	6
COCCCNCCCCOc1ccccc1-c1ccccc1	6	7	14	9	6	2	-4	-1
Cn1c(CCN2CCCCC2)nc2cc(NC(=O)Nc3ccccc3)ccc21	-14	-11	3	-14	-28	14	2	-1
O=C(NCc1ccccc1)C(c1ccncc1)N(C(=O)c1csnn1)c1ccccc1F (stereo not given)	3	-3	4	-11	6	11	-1	-3
O=C(COC(=O)COc1cccc(C(F)(F)F)c1)Nc1ccc(N2CCOCC2)cc1	5	-2	5	-14	17	5	1	-7
CCn1nnc2cc(C(=O)Nc3cc(Cl)ccc3C)ccc21	3	7	1	3	22	-6	-3	4
Cc1ccc(OCc2csc(N)n2)cc1	9	-63	-1	-67	-51	-3	-3	-6
CC(C)CC(=O)Nc1ccc(C(=O)COC(=O)Cc2n[nH]c(=O)c3ccccc23)cc1	-7	2	-2	-6	25	-7	-4	11
COc1cc2ncnc(NCc3ccccc3Cl)c2cc1OC	4	17	10	3	7	6	-4	-3
O=C(Nc1cccnc1)c1ccc(Br)s1	3	2	5	1	12	-10	-5	-14
COc1ccc(C(CNC(=O)Nc2ccc(Cl)cc2)N2CCN(C)CC2)cc1 (stereo not given)	5	-2	11	-30	-16	-6	-7	-8
CCc1ccccc1OCCCOc1ccc(OC)cc1	-9	6	-12	-16	-29	0	0	-7
Cc1ccccc1CN1CCNC1=O	2	-1	4	-6	12	-20	-5	7
Cc1cc(-c2ccn[nH]2)c(C)s1	4	-3	7	-1	16	-3	-3	-5
CC(NC(=O)c1ccco1)C(=O)N(C)Cc1ccc(C(F)(F)F)cc1 (stereo not given)	2	-11	-6	22	3	-2	-5	-1
CCC(=O)Oc1oc(-c2ccccc2)nc1C=Nc1ccccc1OC	-5	11	-7	-9	-13	3	9	-5
Cc1ccccc1CN1[C@@H](CC2CCCCC2)COCCS1(=O)=O	-4	-5	11	11	11	26	0	6
CCN(CC)S(=O)(=O)c1ccc(S(=O)(=O)Nc2ccc3c(c2)oc2ccccc23)cc1	-4	14	0	-3	17	9	6	3
CN1CCN(C(=O)c2ccc3c(c2)N(Cc2ccccc2)CCS3)CC1	11	6	9	-9	15	2	3	-7
COc1ccc(-n2c(O)c(/C=N/NS(=O)(=O)c3ccc(C)cc3)c3ccccc3c2=O)cc1OC	6	0	-9	-13	-10	-2	-4	0
COCCN(C(=O)Cc1cccs1)c1nnc(-c2cccnc2)s1	4	-3	-1	11	12	-7	-6	9
CCOc1ccc(Cl)cc1S(=O)(=O)N1CCN(c2ccc(F)cc2)CC1	-1	3	1	0	-19	17	6	-8
CN1CCN(c2ccccc2NC(=O)c2ccc(-c3ccc(Br)cc3)o2)CC1	5	23	13	50*	-88	16	3	-4
O=[N+]([O-])c1cccc(/C=N/Nc2nnc(-c3ccccc3)c(-c3ccccc3)n2)c1	-1	6	-30	4	-10	-8	-4	-6
c1ccc(CCCNc2ncccn2)cc1	3	-8	-8	-3	-6	12	-4	1
Cc1cc(C)c(S(=O)(=O)c2cccc(C)c2C)c(=O)[nH]1	-5	12	-3	-11	0	7	4	-4
COc1ccc(-n2nc3c(N4CCC(C(=O)NCCc5ccco5)CC4)nnc(C)c3c2C)cc1	5	10	6	21	19	7	3	-5
CCOC(=O)C1CCN(C(c2ccc(OC)c(OC)c2)c2sc3nc(C)nn3c2O)CC1 (stereo not given)	0	20	-2	-1	1	6	1	3
COc1ccc(C(=O)Nc2cc(Cl)ccc2N2CCOCC2)cc1S(=O)(=O)N1CCOCC1	-4	10	8	-1	10	15	-8	10
CCOC(=O)C1CCCN(S(=O)(=O)c2cccc3nsnc23)C1 (stereo not given)	6	-22	0	4	0	-7	-3	0
COc1cccc(NC(=O)CSc2nc(N)cc(N)n2)c1	10	11	-3	-4	-12	-12	-12	-11

High-throughput results (PubChem BioAssay)
